Screening data (PubChem BioAssay)
PLK1 PBD inh = blocks phosphopeptide binding to human PLK1 polo-box domain; P53350; Plk1 PBD binding of FITC phosphopeptide, fluorescence polarization; Potency, µM, for the others: max response, negative = inhibition, hits mostly inhibitors; hit rate 2.8% among 360,000; AID 720504; further: potency means the concentration at half of the fitted maximal effect; series mostly up to about 57 µM; on the % scale 0 is the no-effect control and ±100 the full control effect; nearly all actives have a fitted effect of over 65% in size
CCT modulator = changes cytosolic chaperonin activity; purified chaperonin ATPase assay, HTRF ADP detection, 30 min; activity change, % (no concentration beside the values), hits read low; hit rate 0.3% among 360,000; AID 651819; in the data active means activity change below about -30%; further: on the % scale 0 is the no-effect control and ±100 the full control effect
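TRiC at 40 or 20 nM final (batch-dependent) in 30 mM Tris pH 7.4, 100 mM KCl, 5 mM MgCl2, 1 mM DTT, with compound at single 76 uM and 10 uM ATP, 30 min at 37 deg C. ADP detected by HTRF Transcreener, 665/615 ratio.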
PI5P4Ka inh = inhibitors of human PI5P4K alpha | PI5P4Kalpha enzyme, ADP-Glo luminescence, 60 min; hits give low values | hit rate 1.2% among 330,000 | max response, % | P48426; active means max response of -50% or lower; inconclusive means between -30% and -50%; inactive means -30% or higher; further: value at the top dose of about 77 µM; on the % scale 0 is the no-effect control and ±100 the full control effect
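PI5P4Kalpha ADP-Glo assay; 5 microM ATP final; 60 min RT reaction; HEPES pH 7.4/EGTA/CHAPS, 5% DMSO; controls lacking substrate or enzyme; luminescent end-point.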
WRN helicase inh = blocks human WRN helicase | Q14191 | WRN helicase unwinding, fluorescent forked duplex, kinetic | Potency, µM (titrated, usually from 114 µM), inactives show at the top dose activity change, negative = inhibition, actives largely listed as inhibitors | hit rate 0.46% among 360,000 | AID 651768; further: potency means the concentration at half of the fitted maximal effect; on the % scale 0 is the no-effect control and ±100 the full control effect; nearly all actives have a fitted effect of over 55% in size
Target sequence (Q14191 whole entry, looked up): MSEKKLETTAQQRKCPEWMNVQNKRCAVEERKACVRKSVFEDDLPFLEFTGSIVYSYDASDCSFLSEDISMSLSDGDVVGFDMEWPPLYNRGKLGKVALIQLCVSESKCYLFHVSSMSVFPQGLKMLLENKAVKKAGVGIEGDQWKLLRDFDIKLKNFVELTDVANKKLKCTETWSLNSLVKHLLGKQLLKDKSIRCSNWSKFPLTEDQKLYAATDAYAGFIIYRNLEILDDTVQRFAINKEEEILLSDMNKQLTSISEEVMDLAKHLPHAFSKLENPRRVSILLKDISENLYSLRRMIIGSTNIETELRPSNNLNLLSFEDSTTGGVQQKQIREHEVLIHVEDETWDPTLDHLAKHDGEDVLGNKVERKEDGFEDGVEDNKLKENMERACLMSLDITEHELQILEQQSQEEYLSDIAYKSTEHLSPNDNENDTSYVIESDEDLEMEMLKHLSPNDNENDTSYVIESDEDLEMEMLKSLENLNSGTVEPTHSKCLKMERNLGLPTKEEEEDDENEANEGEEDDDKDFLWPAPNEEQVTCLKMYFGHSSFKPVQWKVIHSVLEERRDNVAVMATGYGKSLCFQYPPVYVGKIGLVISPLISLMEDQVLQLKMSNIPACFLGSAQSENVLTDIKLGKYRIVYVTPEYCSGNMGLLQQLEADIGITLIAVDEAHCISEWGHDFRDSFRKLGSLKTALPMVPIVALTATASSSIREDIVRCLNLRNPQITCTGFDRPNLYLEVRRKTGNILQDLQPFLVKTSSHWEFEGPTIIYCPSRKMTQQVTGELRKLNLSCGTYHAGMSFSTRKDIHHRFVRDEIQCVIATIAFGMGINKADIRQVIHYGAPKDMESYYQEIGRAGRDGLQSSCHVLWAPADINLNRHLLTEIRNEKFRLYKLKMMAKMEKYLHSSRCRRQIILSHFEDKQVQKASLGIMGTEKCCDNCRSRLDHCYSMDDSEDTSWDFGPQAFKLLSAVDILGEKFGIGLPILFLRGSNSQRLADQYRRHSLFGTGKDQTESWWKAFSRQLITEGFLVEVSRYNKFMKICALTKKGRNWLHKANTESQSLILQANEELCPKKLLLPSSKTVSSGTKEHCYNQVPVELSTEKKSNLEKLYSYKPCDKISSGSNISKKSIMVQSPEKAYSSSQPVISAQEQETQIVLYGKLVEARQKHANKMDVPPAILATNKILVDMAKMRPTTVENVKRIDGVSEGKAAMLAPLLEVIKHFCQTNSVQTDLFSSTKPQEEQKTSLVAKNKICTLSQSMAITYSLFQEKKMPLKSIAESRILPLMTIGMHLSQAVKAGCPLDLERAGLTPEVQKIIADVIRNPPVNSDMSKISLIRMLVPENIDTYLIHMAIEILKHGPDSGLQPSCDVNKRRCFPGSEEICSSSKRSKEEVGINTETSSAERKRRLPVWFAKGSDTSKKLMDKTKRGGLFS
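Fluorescence dequenching readout, ex 525 nm/em 598 nm, kinetic mode: forked duplex DNA (100 nM final) with adjacent fluorophore and quencher unwound by WRN (20 nM final) with 2 mM ATP. Compound preincubation 15 min, room temperature.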
EPAC2 agonist = activates human EPAC2 exchange factor. Q8WZA2. EPAC2 activation, biochemical qHTS; response scale: 100% = 6.5 mM cAMP response. Potency, µM (series often up to 154 µM), for the others: at the top dose activation, usual class: activators. hit rate 0.079% among 360,000. AID 720711; further: potency means the concentration at half of the fitted maximal effect; nearly all actives have a fitted effect of over 50% in size
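Exchange assay: 100 nM EPAC2 with 250 nM Rap1B-BODIPY-GDP and 50 uM GDP. Fluorescence (ex 480/em 540 nm) read every 5 min for 30 min at room temperature. Data normalized to 6.5 mM cAMP as agonist control.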
EPAC1 antagonist = antagonists of human EPAC1 | O95398 | EPAC1 GEF assay, Rap1b-BODIPY-GDP exchange fluorescence | Potency, µM (titrated, usually from 115 µM), for the others: at the top dose activity change, negative = inhibition, actives largely listed as inhibitors | hit rate 0.14% among 360,000;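 further: potency means the concentration at half of the fitted maximal effect; plate controls were vehicle for no effect and positive control for full effect; nearly all actives have a fitted effect of over 50% in size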
IL2 activator = activators of IL-2 | activation, % (series mostly up to about 46 µM) | AID 652025 | hit rate 0.065% among 360,000 | IL-2 activation reporter assay, cell-based qHTS; stimulated with anti-CD3/CD4/CD28 beads; in transgenic mouse T cells; in the data active means activation above about 50%; inconclusive means mostly about 30% to 49%; further: 0% is about no effect
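First, unstimulated transgenic mouse T cells were exposed to compound for 60 min. Next, anti-CD3/anti-CD4-coated beads with anti-CD28 were added. Finally, after 18 h at 37 degrees C, EGFP and DsRed were imaged.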
EPAC1 agonist = activates human EPAC1 exchange factor | O95398 | EPAC1 agonist qHTS, biochemical assay; response scale: 100% = response to 6.5 mM cAMP | Potency, µM (highest dose often 154 µM), for inactives: at the highest dose activation, hits mostly activators | hit rate 0.073% among 360,000 | AID 720707; further: potency means the concentration at half of the fitted maximal effect; nearly all actives have a fitted effect of over 60% in size
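Fluorescent GDP-exchange assay: 100 nM EPAC1 with 250 nM Rap1B preloaded with BODIPY-GDP and 50 uM GDP; compounds tested as concentration series, 5 min at room temperature, then read every 5 min for 30 min (ex 480/em 540 nm); normalized to 6.5 mM cAMP.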
Active calls of the source: *; ? = inconclusive; nt = not tested or not shown; [ ] = remark or other dose. Unless noted, the call rests on the fitted dose curve; in most records, active means well fitted curve in the direction sought with a large enough effect; inconclusive means small, poorly fitted or top-dose-only effect, or another doubt; inactive means no such curve, though single readings can be large; an effect the other way counts as inactive or inconclusive. A portion of the library; the hit share may differ from the screen's.

SMILES | PLK1 PBD inh | CCT modulator | PI5P4Ka inh | WRN helicase inh | EPAC2 agonist | EPAC1 antagonist | IL2 activator | EPAC1 agonist
COc1ccc(CN2CC(C(=O)NCCN3CCOCC3)CC2=O)cc1 (centres undefined) | -7% | 0.3 | 10 | 15% | 10% | -8% | 0.3 | 1%
COc1cccc(/C=c2\s/c(=C/C(=O)c3ccc(C)cc3)[nH]c2=O)c1OC | 0% | 1.5 | 3 | 5% | -4% | 22% | 0.4 | 0%
COc1cccc(NC(=O)n2ncc3c(C)cccc32)c1 | -5% | -3.3 | 5 | -3% | 28% | 6% | -2.0 | 17%
CC(=O)c1cccc(NC(=O)Nc2nc(C)cc(C)n2)c1 | 9% | -0.9 | 4 | 2% | 2% | 1% | -0.2 | -8%
Cc1ccc(C)c(NC(=O)c2ncn[nH]2)c1 | 0% | -0.5 | nt | -8% | 10% | -8% | -1.5 | 11%
COc1cc(CN(C)C(=O)C2CCN(S(=O)(=O)c3cccs3)CC2)ccc1OC(F)F | -7% | 0.9 | -1 | -1% | 11% | -4% | 0.1 | 5%
CCCS(=O)(=O)NC(=O)C1(C)CCCN(C(=O)c2ccc(C(=O)OC)cc2)C1 (centres undefined) | -3% | -0.6 | 3 | -1% | 8% | -14% | 0.4 | -16%
Cc1cc(O)ccc1-c1ccc2nncn2c1 | -8% | -2.6 | 2 | -3% | 2% | 4% | 1.4 | 3%
Cc1cc(C)c(C#N)c(Oc2ccccc2Br)n1 | 0% | -2.5 | -21 | -13% | 5% | -8% | -4.1 | -5%
CCOc1ccc(S(=O)(=O)NCCC(=O)NNC(=O)c2ccc(F)cc2)cc1 | -15% | 1.5 | 1 | -5% | 1% | -1% | 0.1 | -3%
CCCn1ncc(CN2CCN(Cc3ccc(C)o3)C(CCO)C2)c1C (centres undefined) | -9% | -0.6 | 1 | 0% | -7% | -7% | 0.6 | 13%
CC(C)n1nc(C(=O)Nc2nnc(C3CC3)s2)c2ccccc2c1=O | -11% | -2.5 | -3 | 6% | 8% | -8% | -2.4 | -1%
CCC1(c2ccccc2)NC(=O)N(CC(=O)N(C)CC(=O)Nc2cccc(F)c2)C1=O (centres undefined) | 5% | -1.0 | -5 | -10% | 4% | 2% | -1.4 | 1%
OCCN1CCN(c2ncnc3c2ncn3[C@H]2CN(Cc3cccc(C(F)(F)F)c3)C[C@@H](CO)O2)CC1 | 0% | -26 | 10 | 0% | 4% | -4% | 2.7 | 4%
CCOc1cc(/C=C\c2nc(O)c([N+](=O)[O-])c(=O)[nH]2)ccc1OC(C)C | -9% | 0.5 | -3 | 5% | 6% | 6% | 0.2 | 5%
COc1ccc(C(O)(CCC(C)C)C(CN2CCOCC2)c2ccc(Cl)cc2)cc1 (centres undefined) | -7% | -0.1 | 25 | -4% | 0% | -3% | -0.7 | -5%
Cc1ccc(C(=O)CSc2nc3ccc(C(=O)NCCN4CCCCC4)cc3c(=O)[nH]2)cc1 | -8% | -3.7 | -18 | 2% | 16% | 9% | 0.0 | 9%
CC1(C(=O)Nc2ccc3c(c2)OCO3)CCN1C(=O)CC1CC1 (centres undefined) | -3% | 0.2 | 0 | 3% | 11% | -4% | 0.9 | -16%
O=C(CN1C(=O)CSc2ccc(S(=O)(=O)N3CCCCC3)cc21)NCc1ccccc1 | -9% | 0.2 | 2 | -1% | 17% | 10% | 2.7 | 6%
Cc1cccc(N2CCN(C(=O)CN3C(=O)NC(C)(C4CC4)C3=O)CC2)c1C (centres undefined) | 1% | 0.8 | -1 | -2% | 0% | 7% | -2.2 | 4%
Cc1nc(NCc2ccco2)c(C#N)c2c1COC(C)(C)C2 | -9% | -3.3 | -1 | -7% | -1% | -4% | 0.4 | 1%
CCCCCn1c(N)c(-c2nc3ccccc3s2)c2c([N+](=O)[O-])nn(C)c(=O)c21 | -1% | -0.1 | nt | -14% | 11% | -1% | -2.7 | 5%
O=C(Nc1nnc(SCc2ccccc2F)s1)c1ccco1 | -2% | -1.8 | 5 | -1% | 2% | 4% | 0.0 | 4%
C[C@@H]1CN([C@H](C)CO)C(=O)c2cc(Br)cnc2O[C@H]1CN(C)C(=O)c1ccccc1 | 5% | 1.8 | 5 | -5% | -5% | 12% | -0.8 | -13%
NS(=O)(=O)c1ccc(NC(=S)NC(=O)C2CCCC2)cc1 | -4% | 0.2 | -1 | 8% | 5% | 3% | -2.9 | -21%
CCC(C)NC(=O)c1ccc(C(=O)c2ccccc2)cc1 (centres undefined) | -3% | -0.4 | 0 | 1% | 5% | -1% | -0.3 | 14%
CN(C)c1ccc(N2C(=O)CSC2=S)cc1 | -14% | -2.6 | -12 | ? | 5% | -11% | -0.4 | 4%
CCn1c(-c2ccc3[nH]c(C)c(C)c3c2)n[nH]c1=S | -8% | 0.2 | nt | -9% | 6% | -11% | -2.0 | -1%
Cc1cc(C)cc(OCC(=O)N(Cc2cccs2)C2CCS(=O)(=O)C2)c1 (centres undefined) | -8% | -1.6 | nt | 10% | -1% | 9% | -3.6 | 3%
COc1ccccc1NS(=O)(=O)c1cc(NC(=O)c2ccc3c(c2)OCCO3)ccc1C | ? | 1.2 | -1 | -27% | 11% | 18% | -0.2 | 11%
CCOC(=O)CNC(=O)CSc1nnc(-c2ccncc2)n1-c1ccc(Cl)cc1 | -7% | -0.5 | -1 | 3% | 1% | -10% | -0.8 | -5%
COc1ccc(-c2sc3ccccc3c2C#CCCO)cc1 | -5% | -3.0 | 85 | -5% | 6% | -14% | -0.5 | -18%
Cc1cc(C)nc(NS(=O)(=O)c2ccc(NC(=O)C3CC3)cc2)n1 | -5% | -1.3 | -9 | -26% | 6% | -14% | 2.2 | 3%
Cc1c(C(=O)Nc2ccc(C(=O)O)cc2)cnn1C | -2% | 0.5 | -4 | -5% | 10% | 6% | 0.0 | -7%
Cc1ccc(COCCN2CCN(S(=O)(=O)c3ccc(C)cc3)CCC2=O)cc1 | -7% | -1.3 | -2 | 5% | 8% | 3% | -0.3 | 5%
COCCN(C(=O)c1ccc2ccccc2c1)c1c(N)n(Cc2ccccc2)c(=O)[nH]c1=O | 1% | 1.7 | 6 | 1% | -9% | -13% | 0.4 | -5%
Cc1ccc(CCNC(=O)C2CCCN(S(=O)(=O)c3cccs3)C2)cc1 (centres undefined) | -3% | 1.7 | nt | -1% | 5% | 6% | -2.5 | 2%
COCCN(C(=O)COC(=O)CNC(=O)c1ccc(C)cc1)c1c(N)n(Cc2ccccc2)c(=O)[nH]c1=O | 5% | -2.0 | -2 | 5% | -11% | 2% | -0.2 | -6%
O=C(c1ccccn1)N1CCN(c2cccc(C(F)(F)F)c2)CC1 | -7% | 4.4 | 1 | 3% | -1% | -12% | 0.6 | -7%
COc1ccc(CCNC(=O)C2CCN(S(=O)(=O)c3cccc4cccnc34)CC2)cc1OC | 27µM* | -46* | -2 | 1%[11.6 µM] | -10% | -1% | -2.2 | -14%
COc1cccc(-c2nc(CS(=O)(=O)c3ccccc3)no2)c1 | -7% | 0.4 | -5 | -27% | 7% | -13% | -1.6 | 1%
O=C1CCCC/C1=C\Nc1ccc(S(=O)(=O)Nc2cnc3ccccc3n2)cc1 | 12% | 0.5 | -5 | -8% | 4% | -20% | -3.0 | 15%
Cc1ccc(NS(=O)(=O)c2ccc(C(=O)NC3CCN(Cc4ccccc4)CC3)cc2)cc1 | -4% | -2.6 | 0 | -15% | 7% | -1% | -5.8 | 2%
O=P(O)(CCc1ccccn1)CN1CCCCC1 | -8% | -4.3 | nt | -5% | 10% | -8% | -2.5 | 6%
COC(=O)c1ccc(N/N=C/c2cc([N+](=O)[O-])cc(OC)c2O)cc1 | 0% | -1.5 | -2 | 6% | -1% | -1% | 0.4 | 13%
CCc1ccccc1NC(=O)CCC(=O)N1CCN(C(C)=O)CC1 | -5% | -1.3 | -30 | -4% | 3% | ? | 0.5 | 13%
Cc1ccccc1OCC(=O)N(Cc1nc(-c2ccccc2)no1)C(C)C | -3% | 0.3 | nt | -3%[11.6 µM] | 25% | -8% | -1.8 | 19%
COc1ccccc1NC(=O)/C(C#N)=C/c1cccnc1 | -5% | 1.0 | -2 | 4% | 3% | 8% | -2.1 | 4%
COc1ccc(NC(=O)CSc2c3c(nc4ccccc24)CCCC3)c(OC)c1 | -23% | -2.6 | 1 | 3% | 11% | 8% | -0.5 | 15%
Cc1cccc(NCC(=O)N/N=C\c2cccc(Oc3ccccc3)c2)c1 | -4% | -1.8 | 16 | -9% | 11% | -5% | -3.2 | 8%
(next part)
SMILES | PLK1 PBD inh | CCT modulator | PI5P4Ka inh | WRN helicase inh | EPAC2 agonist | EPAC1 antagonist | IL2 activator | EPAC1 agonist
COc1ccc(CNC(=O)C2CCN(S(=O)(=O)c3ccc4nc5c(c(C(=O)O)c4c3)CCCC5)CC2)cc1 | -3% | 0.2 | -6 | -7% | 8% | -10% | -2.7 | 0%
Cc1cccc(-n2c(C)nc3cc(C(=O)NCc4ccc5c(c4)OCO5)ccc32)c1 | -5% | -2.6 | 3 | -1% | 7% | -4% | -0.3 | 0%
CC1(C(=O)NS(=O)(=O)c2cccc(Cl)c2)CCN1C(=O)c1cccc2ccccc12 (centres undefined) | -6% | 0.5 | -1 | 8%[57.1 µM] | -1% | -6% | -0.7 | -13%
O=C(OCc1ccccc1)N1CCC2CC1c1cc(/C=C/CCCSc3ncccn3)ccc12 (centres undefined) | -17% | -0.6 | -5 | -3% | 15% | 8% | -4.0 | -11%
COC(=O)N(C)C[C@@H]1OCc2cnnn2CCCC(=O)N([C@H](C)CO)C[C@@H]1C | -10% | 0.6 | 1 | -5% | 2% | 8% | -0.6 | 11%
CCOC(=O)Cn1c(=O)c2c(nc3n2CC(C)CN3Cc2ccccc2)n(C)c1=O (centres undefined) | -12% | 0.4 | 4 | -6% | 3% | -1% | -2.0 | 4%
O=C(COc1ccccc1F)Nc1ccc2c(c1)CCC2 | -3% | -2.3 | 3 | -1% | -3% | 2% | -0.2 | 0%

3 entries already listed, sorted by the number in IL2 activator, low to high.
Compound | IL2 activator
O=C(OCc1ccccc1)N1CCC2CC1c1cc(/C=C/CCCSc3ncccn3)ccc12 (centres undefined) | -4.0
CCOC(=O)Cn1c(=O)c2c(nc3n2CC(C)CN3Cc2ccccc2)n(C)c1=O (centres undefined) | -2.0
Cc1cccc(-n2c(C)nc3cc(C(=O)NCc4ccc5c(c4)OCO5)ccc32)c1 | -0.3
